From PubChem BioAssay
MRP reversal: reversal of MRP1-mediated doxorubicin resistance, primary screen, H69AR cells, doxorubicin co-treatment; H69AR cells + 2 uM doxorubicin, CellTiter-Glo, 72 h; differential viability (reversal), % at 10 µM; 85,000 compounds, 0.04% hits;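 active means viability drop by adding the cancer drug above about 55%, with treated viability meeting a 40% cutoff, limit read from the data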;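 further: viability without doxorubicin minus viability with 2 µM doxorubicin for each compound; larger differential means the compound sensitizes cells more to doxorubicin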
NFkB transloc pot: enhancers of NFkB p65 translocation in HUVEC – imaging, IL-1B stimulus, high-content imaging, primary screen; activation, % at 2 µM; HUVEC IL-1B NFkB p65 nuclear translocation imaging; AID 819, 2007; 94,000 compounds, 0.3% hits;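 active means activation above 40%, about the mean plus 3 SD, also judged a hit on visual image review; inconclusive means activation above 40% but not a hit on visual review; inactive means activation not above 40% and no visual hit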;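 further: percent activation is computed from the nuclear over cytoplasmic p65 intensity ratio; values of inactives mirror those of a sister screen read the other way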
Bcl-B displacement: displacers of TR3 peptide from Bcl-B, primary screen, selectivity assay for Bfl-1 inhibitor project, biochemical, fluorescence polarization. Bcl-2-like protein 10 (Homo sapiens). FP displacement of FITC-TR3 peptide from Bcl-B; higher % means a stronger effect. displacement, % at 20 µM, or IC50 in µM where a hit was titrated. 96,000 compounds, 0.11% hits;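 active means displacement above 50% at 20 µM plus a fluorescence interference ratio under 1.5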;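 further: plate controls were wells without compound for no effect and wells lacking Bcl-B protein for full effect; a part of the inactive calls stands beside numbers as strong as those of hits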
PLAP inhibition: PLAP enzyme inhibitors, biochemical, luminescence, HTS (AID 690); 96,000 compounds, 0.08% hits; Alkaline phosphatase, placental type (Homo sapiens); one-dose inhibition, % at 20 µM; IC50 in µM for titrated hits; purified PLAP, luminescent substrate; higher % means a stronger effect; in the data active means a potency from the dose series; inactive means the rest, 99 in 100 with inhibition below about 30%; further: strong numbers were not always called active
IL1B NFkB inh: inhibitors of IL-1B driven NFkB p65 nuclear import, primary screen, imaging, HUVEC, IL-1B stimulus, high-content imaging; HUVEC IL-1B NFkB p65 nuclear translocation imaging; inhibition, % at 2 µM; 94,000 compounds, 0.43% hits;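 active means inhibition above about 30% together with a positive call from visual inspection of the well image, limit read from the data; inconclusive means inhibition above a set limit but visual check negative; inactive means inhibition not above a set limit, visual check negative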;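 further: nuclear over cytoplasmic p65 intensity ratio measured by imaging; 0% = IL-1B stimulated DMSO wells and 100% = unstimulated DMSO wells; values of inactives mirror those of a sister screen read the other way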
MRP reversal cytotoxicity: also measured in MRP reversal; calls as there; viability, %; H69AR cells, CellTiter-Glo, 72 h; measured here: cytotoxicity without doxorubicin
MRP reversal with doxorubicin: further read-out of MRP reversal, marked with its call; viability, %; measured here: viability with 2 uM doxorubicin; hits give low values
IL1B NFkB inh cell count 2 µM: further read-out of IL1B NFkB inh, marked with its call; cell count; measured here: cells passing quality filter;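 raw number of nuclei counted in each imaged well without normalization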
NFkB transloc pot cell count 2 µM: recorded beside NFkB transloc pot, whose call it bears; cell count; measured here: cells passing quality filter
Numbers without * were called inactive; ? = inconclusive; . = not tested or not shown.

SMILES | MRP reversal | MRP reversal cytotoxicity | MRP reversal with doxorubicin | NFkB transloc pot | NFkB transloc pot cell count 2 µM | Bcl-B displacement | PLAP inhibition | IL1B NFkB inh | IL1B NFkB inh cell count 2 µM
CCOC(=O)C1C(=O)N(C(=O)c2ccc(OC)cc2)CC1c1ccccc1 (stereo unspecified) | 16 | 96 | 80 | 0 | 141 | -5% | 15% | 0 | 141
CC(=O)Nc1sc2c(c1C(c1cccs1)N1CCOCC1)CCCC2 (stereo unspecified) | -3 | 102 | 105 | 26 | 125 | -2% | -28% | -26 | 125
CCOc1cc(N2CCOCC2)c(OCC)cc1NC(=O)COc1ncnc2ccccc12 | -24 | 52 | 76 | 15 | 186 | -12% | -55% | -15 | 186
c1csc(-c2ncc3ccccn23)c1 | -3 | 87 | 90 | 32 | 148 | -5% | 3% | -32 | 148
COc1ccc(N2C(N)=NC(N)=NC2(C)C)cc1 | -5 | 82 | 86 | -11 | 173 | -12% | -20% | 11 | 173
Cc1ccc(CNC(=O)c2ccccc2NS(C)(=O)=O)cc1 | 4 | 92 | 89 | -5 | 163 | -4% | -16% | 5 | 163
Cc1cc(C)n(CCc2nc3c4ccccc4n(CC#N)c(=O)n3n2)n1 | 10 | 92 | 81 | -31 | 28 | -15% | -6% | -1 | 118
O=C(CN1CCC(O)(c2ccc(F)cc2)CC1)NCc1ccc(F)cc1 | 5 | 90 | 86 | 4 | 180 | -5% | -76% | -4 | 180
Cc1cc2c(cc1C)N(CC(=O)N1CCCC1)C(=O)CC(c1ccccc1)=N2 | 5 | 90 | 85 | -3 | 68 | 11% | -70% | 3 | 68
CCn1c(CNC(=O)COc2ccc(C(C)C)cc2)nnc1SCC(=O)Nc1cc(F)ccc1C | . | . | . | -13 | 137 | 0% | -6% | 13 | 137
O=C(C1CCCN(S(=O)(=O)c2cnc[nH]2)C1)N(CCc1ccccc1)Cc1ccccc1 (stereo unspecified) | 6 | 80 | 74 | 12 | 159 | 1% | -50% | -12 | 159
COc1ccc(-c2c(C#N)c(N)nc3c2CCCC3)cc1OC | 1 | 79 | 77 | 23 | 129 | . | . | -23 | 129
O=C(CCCC(=O)OCC(F)(F)C(F)F)Nc1nccs1 | 16 | 96 | 80 | -3 | 77 | 1% | 11% | 3 | 77
Cc1cc(SCc2cc(=O)[nH]c3ccccc23)nc2ccccc12 | -2 | 57 | 60 | . | . | -23% | 10% | . | .
CC(C)CC(NC(=O)OC(C)(C)C)C(=O)NC(C(=O)N1CCCC1C(N)=O)C(C)C (stereo unspecified) | . | . | . | 18 | 143 | -3% | -44% | -18 | 143
CCOC(=O)c1ccc(NC(=O)COc2cc(=O)n(CC)c3ccccc23)cc1 | -20 | 79 | 99 | 3 | 160 | -25% | 9% | -3 | 160
O=C1C2CC=C(Cl)CC2C(=O)N1CN(Cc1ccco1)CN1C(=O)C2CC=C(Cl)CC2C1=O (stereo unspecified) | -12 | 42 | 53 | -11 | 75 | 31% | -63% | 10 | 75
CN1CCN(/C(=N\S(=O)(=O)c2ccc(F)cc2)c2ccccc2)CC1 | . | . | . | 2 | 159 | -1% | -11% | -2 | 159
CN1CCN(CC(=O)O)CC1 | . | . | . | -3 | 166 | 10% | 3% | 3 | 166
c1coc(-c2nc3nc4ccccc4n3nc2-c2ccco2)c1 | 6 | 83 | 77 | -8 | 59 | -4% | 16% | 8 | 59
CCOc1ccccc1NC(=S)N1C2CCC1CC(NC(=O)NC13CC4CC(CC(C4)C1)C3)C2 (stereo unspecified) | . | . | . | -13 | 88 | -4% | -76% | 13 | 88
Cc1cccc(NC(=O)Nc2cccc(C)n2)n1 | -1 | 87 | 87 | ? | . | 1% | 21% | -80 | 142
CC1(C)Cc2nc3oc4c(=S)nc[nH]c4c3cc2CO1 | 38 | 66 | 28 | . | . | -2% | -9% | . | .
N#Cc1cn(-c2ccccc2)nc1C(=O)c1ccccc1 | . | . | . | 32 | 148 | 4% | 1% | -32 | 148
CSc1nnc(-c2ccccc2N=Cc2c(C)[nH]n(-c3ccccc3)c2=O)c(=O)[nH]1 | . | . | . | -3 | 144 | 0% | 11% | 3 | 144

An excerpt of these results, with each value named.
CCOc1cc(N2CCOCC2)c(OCC)cc1NC(=O)COc1ncnc2ccccc12
  MRP reversal: -24 | MRP reversal cytotoxicity: 52 | MRP reversal with doxorubicin: 76 | NFkB transloc pot: 15 | NFkB transloc pot cell count 2 µM: 186 | Bcl-B displacement: -12% | PLAP inhibition: -55% | IL1B NFkB inh: -15 | IL1B NFkB inh cell count 2 µM: 186

c1csc(-c2ncc3ccccn23)c1
  MRP reversal: -3 | MRP reversal cytotoxicity: 87 | MRP reversal with doxorubicin: 90 | NFkB transloc pot: 32 | NFkB transloc pot cell count 2 µM: 148 | Bcl-B displacement: -5% | PLAP inhibition: 3% | IL1B NFkB inh: -32 | IL1B NFkB inh cell count 2 µM: 148

COc1ccc(N2C(N)=NC(N)=NC2(C)C)cc1
  MRP reversal: -5 | MRP reversal cytotoxicity: 82 | MRP reversal with doxorubicin: 86 | NFkB transloc pot: -11 | NFkB transloc pot cell count 2 µM: 173 | Bcl-B displacement: -12% | PLAP inhibition: -20% | IL1B NFkB inh: 11 | IL1B NFkB inh cell count 2 µM: 173

Next entries.
SMILES | MRP reversal | MRP reversal cytotoxicity | MRP reversal with doxorubicin | NFkB transloc pot | NFkB transloc pot cell count 2 µM | Bcl-B displacement | PLAP inhibition | IL1B NFkB inh | IL1B NFkB inh cell count 2 µM
Cc1ccc(F)cc1NC(=O)Cc1nn(C)c(=O)c2ccccc12 | 13 | 96 | 82 | 12 | 154 | -6% | -7% | -12 | 154
O=C(COC(=O)c1ccc2c(c1)OCCO2)Nc1cc(Cl)ccc1Cl | 17 | 102 | 85 | 22 | 35 | -2% | -2% | -22 | 35
O=C(CCCOc1ccccc1)N1CCN(S(=O)(=O)c2cccs2)CC1 | 20 | 99 | 79 | -1 | 86 | -8% | 0% | 1 | 86
CN(C)S(=O)(=O)c1ccc(Oc2ccccc2)cc1 | 17 | 97 | 80 | 1 | 145 | -1% | 6% | -1 | 145
CCOC(=O)Cc1cc(=O)n2[nH]c(-c3ccccc3)cc2n1 | 10 | 107 | 97 | 6 | 115 | . | . | -6 | 115
COc1ccc(C(=O)NCc2nnc(SCC(=O)Nc3cccc(C(F)(F)F)c3)o2)cc1OC | 11 | 92 | 81 | 5 | 77 | -3% | -38% | -5 | 77
CN1CCN(C(c2ccc(F)cc2)c2nnnn2Cc2cccs2)CC1 (stereo unspecified) | 13 | 100 | 87 | . | . | -6% | -60% | . | .
CC(C)N(O)C(=O)NC(C)(C)C | 2 | 101 | 99 | 7 | 147 | -11% | 10% | -7 | 147
CC1CCN(CCNC(=O)C2CCCN(S(=O)(=O)c3cccc4nonc34)C2)CC1 (stereo unspecified) | 16 | 95 | 79 | 8 | 63 | -3% | -10% | -8 | 63
CCn1c(-c2ccccc2Cl)nn(CC(=O)Nc2ccccc2C)c1=S | . | . | . | 5 | 173 | 8% | 12% | -6 | 173
Oc1[nH]c2ccccc2c1/C=N/c1nccs1 | -24 | 68 | 92 | -3 | 75 | 0% | -23% | 3 | 75
NC(Cc1ccc2nsnc2c1)C(=O)O (stereo unspecified) | -6 | 95 | 101 | -3 | 78 | . | . | 3 | 78
Clc1cc(Br)ccc1OCCn1ccnc1 | 12 | 91 | 79 | 8 | 119 | -2% | -7% | -8 | 119
O=C1/C(=C\c2ccccn2)SC(=S)N1Nc1ncc(C(F)(F)F)cc1Cl | 14 | 101 | 87 | 4 | 159 | 2% | -15% | -4 | 159
O=C(Nc1cc(N2CCOCC2)ncn1)c1ccccc1 | 13 | 95 | 83 | -2 | 183 | -8% | 1% | 2 | 183
COc1ccc(C2(C(F)(F)F)NC(=O)N(C)C(=O)N2C)cc1 (stereo unspecified) | 33 | 99 | 66 | . | . | -1% | 12% | . | .
O=C1[C@H]2[C@@H](C(=O)N1c1cccc3ccccc13)C1(C(=O)c3ccccc3C1=O)N1CCC[C@@H]21 | -17 | 94 | 112 | . | . | 9% | -29% | . | .
O=C(Nc1cccc(-c2csc(-c3ccccc3)n2)c1)c1cccs1 | 10 | 85 | 75 | 2 | 50 | -17% | 27% | -2 | 50
O=C(c1ccccc1)c1cccc(NC(=O)c2ccc(Br)o2)c1 | -11 | 91 | 102 | 7 | 67 | -9% | -38% | -7 | 67
COc1ccc(O)c(/C=c2/sc3nc4cc(C)c(C)cc4n3c2=O)c1 | -12 | 75 | 87 | . | . | 12% | -32% | . | .
CCCn1cc(NC(=O)c2cc3n(n2)C(C(F)(F)F)CC(c2ccccc2)N3)cn1 (stereo unspecified) | -6 | 96 | 102 | 12 | 107 | -3% | 17% | -12 | 107
Cc1onc(-c2c(F)cccc2Cl)c1C(=O)N1CCc2ccccc2C1 | 14 | 98 | 83 | -7 | 219 | 11% | -66% | 7 | 219
Cc1ccc(C(=O)N/N=C2\SCC(=O)N2c2cc(C)ccc2C)cc1 | -3 | 108 | 110 | 25 | 128 | . | . | -25 | 128
O=C(Cc1ccccc1)Nc1nnc(-c2cccs2)s1 | 5 | 96 | 90 | 4 | 168 | -8% | 24% | -4 | 168
CC1CCC2(CC1)Nc1ccccc1C(=O)N2c1ccccc1 (stereo unspecified) | 1 | 100 | 99 | -3 | 199 | -2% | 21% | 3 | 199

Next part.
SMILES | MRP reversal | MRP reversal cytotoxicity | MRP reversal with doxorubicin | NFkB transloc pot | NFkB transloc pot cell count 2 µM | Bcl-B displacement | PLAP inhibition | IL1B NFkB inh | IL1B NFkB inh cell count 2 µM
Cc1ccc(C2CC2C(=O)NN)cc1 (stereo unspecified) | . | . | . | 27 | 184 | 3% | 5% | -27 | 184
COc1ccc(N(CC(=O)Nc2ccc3c(c2)OCCO3)S(=O)(=O)c2c(C)nn(C)c2C)cc1 | 19 | 95 | 76 | 2 | 55 | 1% | -64% | -2 | 55
COC(=O)C(C)Sc1nc2c(cnn2-c2ccccc2)c(=O)[nH]1 (stereo unspecified) | 10 | 90 | 80 | 7 | 70 | -4% | -16% | -7 | 70
Nc1cc(N)nc(SCc2ccccc2)n1 | 0 | 99 | 99 | 20 | 164 | 0% | 12% | -20 | 164
COc1ccccc1NC(=O)Nn1cnnc1 | -1 | 96 | 97 | . | . | -1% | 17% | . | .
COc1cccc2cc(C(=O)N3CCN(c4ccc(C)cc4C)CC3)c(=O)oc12 | 23 | 97 | 74 | -1 | 59 | 2% | -39% | 1 | 59
NC(=O)CSc1nc2cc3c(cc2c(=O)n1CCCC(=O)NCc1ccc2c(c1)OCO2)OCO3 | . | . | . | -6 | 151 | -8% | 8% | 6 | 151
Cn1c(=O)c2c(nc(SCCN3CCOCC3)n2Cc2cccc3ccccc23)n(C)c1=O | -29 | 48 | 77 | 20 | 120 | -20% | -38% | -20 | 120
COc1ccc(OCCCC(=O)Nc2ccc3c(c2)OCO3)cc1 | 3 | 95 | 92 | 6 | 190 | -14% | 11% | -6 | 190
COc1ccc2c(C)c(C(=O)O)oc2c1 | -3 | 102 | 105 | 12 | 127 | 6% | 3% | -12 | 127
O=C(COC(=O)C1CC(=O)N(c2nc(-c3ccccc3)cs2)C1)c1ccccc1 (stereo unspecified) | . | . | . | 1 | 163 | 0% | 4% | -1 | 163
O=C(Cn1cnc2ccccc21)NCc1ccccc1 | 9 | 96 | 87 | 12 | 65 | -7% | 9% | -12 | 65
CC(=O)Nc1ccc(S(=O)(=O)c2ccc(N)cc2)cc1N | -7 | 92 | 99 | 17 | 195 | 11% | -6% | -17 | 195
Cc1cc(OC(=O)c2cc(F)c(F)cc2Cl)nc(C)n1 | . | . | . | 0 | 154 | -3% | 5% | 0 | 154
CCC(C)C(=O)Nc1ncc2c(n1)CC(c1cccs1)CC2=O (stereo unspecified) | 7 | 96 | 89 | -2 | 124 | -2% | 23% | 2 | 124
COCCOC(=O)C1=C(C)Nc2nc(C)nn2C1c1ccc(F)cc1 (stereo unspecified) | 11 | 100 | 89 | 4 | 141 | 2% | -12% | -4 | 141

These rows are one share of the data (hit frequency here may not be typical).
